Casp6 inh: inhibitors of human caspase-6; P55212; purified caspase-6, Z-VEID-R110 cleavage fluorescence; inhibition, % at 12.5 µM; 0.53% of 350,000 active; AID 686996;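 active means mean inhibition across replicates at least about 35%, with every replicate also reaching that limit, limit read from the data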;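 further: 0% = median of neutral control wells and 100% = no fluorescence left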
Target sequence (P55212 24-179 limits assumed): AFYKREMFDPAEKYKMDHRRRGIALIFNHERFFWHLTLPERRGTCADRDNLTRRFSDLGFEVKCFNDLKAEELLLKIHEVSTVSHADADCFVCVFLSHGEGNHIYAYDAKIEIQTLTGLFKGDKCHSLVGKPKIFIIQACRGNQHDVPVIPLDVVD
Target sequence (P55212 194-293 limits assumed): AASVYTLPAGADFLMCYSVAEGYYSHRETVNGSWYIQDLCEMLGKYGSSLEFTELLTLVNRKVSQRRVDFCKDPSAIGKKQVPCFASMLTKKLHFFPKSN
PAX8 reporter: PAX8 transcriptional activity inhibition; RMG-I TPO-luciferase reporter, SteadyGlo, 24 h; inhibition, % at 12.6 µM; 1.2% of 360,000 active;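 active means mean replicate inhibition at least 60% with every replicate also reaching 60%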;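 further: luciferase light reporting Pax8 driven TPO promoter activity; plate controls were median of neutral control wells for no effect and mitoxantrone controls for full effect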
FN deposition inh: fibronectin deposition inhibition. inhibition, % at 12.6 µM. AH1F fibroblasts, Alexa488-fibronectin deposition fluorescence, overnight. 0.086% of 350,000 active;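 active means mean inhibition across replicates of 30% or more, regardless of how many single replicates reach that level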;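 further: positive control wells lacked labelled fibronectin entirely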
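material = AH1F fibroblast monolayer depositing Alexa488-labelled fibronectin into matrix | amount = 10000 AH1F cells/well | buffer or medium = DMEM plus 2% serum, read in PBS | incubation = 1 h cell adhesion before compound, then overnight fibronectin incubation | detection = fluorescence at 485 nm excitation, 525 nm emission | evaluation = percent inhibition as loss of matrix-bound fibronectin fluorescence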
EWS-Fli block: inhibitors of EWS/Fli oncoprotein transcriptional activity | inhibition, % at 12.6 µM | 0.67% of 350,000 active | A673 NR0B1-luciferase reporter, viability-normalised;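 active means mean inhibition of at least 50% after viability correction, with every replicate also passing that limit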;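 further: firefly luciferase signal divided by Alamar Blue viability fluorescence both relative to DMSO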
PGC1a acetyl inh: lowers PGC1a acetylation signal in U2OS cells. AlphaScreen anti-acetyl-lysine; with virally co-expressed GCN5 acetyltransferase. inhibition, % at 15.6 µM. 0.17% of 350,000 active. AID 651687;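 active means every replicate shows inhibition of at least 40%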;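 further: 0% = neutral control wells and 100% = positive control wells; some results beyond the cut were filed as inactive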
Cneo AK release: Cryptococcus neoformans lysis via adenylate kinase release. C. neoformans lysis, adenylate kinase release luminescence, 4 h; normalised: neutral wells 0, clomiphene wells 100. lysis activity, % at 15 µM. 0.2% of 360,000 active. AID 651654;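 active means mean lysis activity across replicates of at least 80%, whatever share of replicates individually reach that level; inactive means mean lysis activity below 80%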
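Signal: Adenylate kinase release luminescence | Assay system: Log-phase Cryptococcus neoformans yeast cells | Input: Cells at 5 × 10^6 per mL | Buffer or medium: Fresh YPD growth medium | Compound: Single dose | Schedule: Static 4 h at 37 °C with compound, 1 h detection | Controls: Clomiphene | Read-out: Luminescence rise reflecting yeast cell lysis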
LGR2 antag: blocks bursicon-induced cAMP signaling via Drosophila LGR2; HEK293 LGR2, CRE-luciferase, bursicon-stimulated, 4 h; AID 720647; 0.35% of 380,000 active; inhibition, % at 9.99 µM;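 active means drop in luminescence signal, shown as inhibition above about 50% in the replicate tests, limit read from the data, passing the limit was not always enough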;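 further: agonist challenge used bursicon conditioned medium at about half maximal strength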
miR122 inh: miR-122 inhibition in Huh7 cells | Huh7 miR-122 Renilla luciferase sensor, 48 h; neutral wells = 0, positive control = 100 | activation (reporter increase), % at 12.5 µM | 0.3% of 340,000 active;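 active means mean replicate activation score at least 90 and every replicate individually at or above 90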;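 further: higher luciferase means less miR-122 activity so hits act as miR-122 inhibitors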
The depositor's hits bear a star; x = no result given; & = joins results of further samples; [ ] = remark or other dose.

Structure	Casp6 inh	PAX8 reporter	FN deposition inh	EWS-Fli block	PGC1a acetyl inh	Cneo AK release	LGR2 antag	miR122 inh
COc1cccc(NC(=O)CN(C)C(=O)c2ccc3[nH]c4c(c3c2)CC(C)CC4)c1 (stereo unspecified)	15	-9	x	-3	x	-3	-4	0
O=C(COc1ccc(Cl)cc1Cl)NCC1(N2CCOCC2)CCCCC1	1	30	10	20	2	2	15	-6
Cc1ccc(N2CCN(S(=O)(=O)c3ccc4c(c3)NC(=O)C(C)C(=O)N4)CC2C)cc1 (stereo unspecified)	-1	30	-6	5	-2	-1	-3	-4
O=C(CNC(=S)N(Cc1ccccc1)Cc1cccs1)NCc1ccc(F)cc1	0	32	-6	-27	-8	x	22	x
CCN(CC)C(=O)CSc1nc2c(sc(=S)n2-c2ccc(C)cc2C)c(=O)[nH]1	16	7	-3	7	3	-1	1	2
O=S1(=O)N[C@H](Cc2ccccc2)COc2cc(N3CC[C@H](O)C3)ccc21	-3	-10	8	-6	x	x	4	x
CN(CCc1ccccn1)c1ccc([N+](=O)[O-])cn1	-3	-5	1	3	-7	-3	-15	-2
O=C(c1cn(Cc2ccccc2)nc1-c1cccnc1)N1CCN(Cc2c(F)cccc2Cl)CC1	-2	-11	x	0	6	-1	-7	-7
COc1ccc(/C=C/C(=O)O)cc1S(=O)(=O)N1CCc2ccccc2C1	5	3	-5	3	9	x	9	x
CC(=C/c1ccccc1)/C=N/Nc1nc(N2CCOCC2)nc(N2CCOCC2)n1	7	34	2	-4	-5	3	-6	-3
CCNC(=O)C1(C)CCN(Cc2noc(-c3c(C)noc3C)n2)C1 (stereo unspecified)	0	4	-18	-2	0	-2	7	2
CCCCOC(=O)CCCc1ccc([N+](=O)[O-])cc1[N+](=O)[O-]	2	13	-4	9	x	x	-15	x
CC1(C(=O)Nc2ccc3c(c2)OCCO3)CSCC(=O)N1Cc1ccco1 (stereo unspecified)	5	-26	-1	-34	x	x	6	x
O=C(c1ccc(CNc2c(N3CCCC3)c(=O)c2=O)cc1)N1CCc2ccccc2C1	3	16	-1	-2	6	-2	2	3
C[C@@H]1CN([C@@H](C)CO)C(=O)c2cc(NC(=O)CCCN(C)C)ccc2O[C@@H](C)CCCCO[C@H]1CN(C)Cc1ccccc1	-41	-16	-11	2	5	1	-17	-3[16.7 µM]
O=C(CCc1ccncc1)N1CCCC(Nc2ccc(F)cc2)C1 (stereo unspecified)	-4	-2	8	-6	x	-1	-10	x
C[C@@H]1CN([C@@H](C)CO)C(=O)c2cc(NC(=O)Nc3ccc(C(F)(F)F)cc3)ccc2O[C@@H]1CN(C)CC1CCCCC1	-4	x	11	18	-9	2	20	-40[16.7 µM]
CCCc1ccc(C(O)c2ncc(-c3ccccc3F)[nH]2)cc1 (stereo unspecified)	6	-71	12	-44	-5	0	-93	71
N=C1/C(=C/c2ccc(OCc3ccccc3)cc2)C(=O)N=C2SC(CC(=O)N3CCOCC3)=NN12	2	-153	8	x	0	-1	-2	-10
O=C(NCC[C@@H]1CC[C@H](NS(=O)(=O)c2cccc(Cl)c2)[C@H](CO)O1)c1cnccn1	-1	13	4	-1	1	-2	-37	x
COc1ccc(NC(=O)Cn2ncc(Cl)c(Cl)c2=O)cc1S(=O)(=O)N1CCOCC1	x	83*	x	39	-105	7	-14	40
CCOC(=O)CN1c2ccccc2NC(=O)CC1C (stereo unspecified)	10	-3	-26	-3	3	-1	-5	-8
COc1cc(/C=N/Nc2nc(-c3ccc(S(=O)(=O)N(C)C)cc3)cs2)ccc1O	0	-3	-16	10	-4	-6	-8	-1
CCCCc1ccc(NC(=O)NCc2cccnc2)cc1	0	1	x	-9	-12	9	-8	-8
CC(C)NC(=O)Nc1ccc2c(c1)C(=O)N([C@H](C)CO)C[C@H](C)[C@@H](CN(C)C(=O)Nc1ccc(C(F)(F)F)cc1)O2	2&-2	19&-3	x	-9&-3	6&9	1&-1	-13&-1	-7[16.7 µM]
CCOC(=O)/C=C1\CN(Cc2ccc(OC)cc2)S(=O)(=O)c2ccccc21	1	-4	-1	2	4	-1	x	9
CN1CCN(Cc2cc(Cl)c3cccnc3c2OC(=O)c2cccs2)CC1	x	-9	-3	x	x	-4	12	5
COc1ccccc1CN1[C@@H]2CN(C(=O)C3CCCCC3)c3ccccc3[C@@H]2[C@@H]1CO	1	24	x	17	-17	2	-3	21[16.7 µM]
CC1CCC(N2CCN(c3ncccn3)CC2)CC1 (stereo unspecified)	x	x	-1	x	0	2	-14	-1
O=C(C[C@H]1C=C[C@H](NS(=O)(=O)c2ccc(F)cc2)[C@@H](CO)O1)N1CCN(c2ccccc2)CC1	1	-2	x	3	5	-1	6	1[16.7 µM]
COc1ccc(N(CC(=O)N/N=C/c2ccc(-c3ccc([N+](=O)[O-])cc3)o2)S(=O)(=O)c2ccc(C)cc2)cc1	-1	4	-3	-12	-9	0	-6	-3
Cn1c(=O)c2cc(NC(=O)CCc3cccnc3)ccc2n1Cc1ccc(F)cc1	-1	9	6	3	5	2	-13	1
CC(=O)NCc1cc(-c2ccc(Cl)cc2)no1	-1	7	-8	14	7	x	-2	4
CC1(C)CC(=O)C(C(=S)Nc2ccccc2)=C(NC2CC(C)(C)NC(C)(C)C2)C1	4	2	6	-8	17	x	-14	x
C[C@H](O)C#Cc1ccc2c(c1)O[C@H](CN(C)C(=O)c1ccccc1)[C@H](C)CN([C@H](C)CO)S2(=O)=O	-1	x	-16	-1	-10	15	9	10[16.7 µM]
O=C(CSc1ccc(-c2ccccn2)nn1)c1ccc(F)cc1	0	-9	3	-7	11	0	-8	-3
N#C[C@H]1[C@@H](c2ccccc2C2=CCCC2)[C@@H](CO)N1C(=O)C1CCOCC1	0	1	-8	3	2	x	0	x
O=C(C[C@H]1C[C@@H]2c3cc(NC(=O)Nc4ccccc4F)ccc3O[C@@H]2[C@H](CO)O1)NCC1CC1	x	2	-6	-10	-2	36	-13	-9[16.7 µM]
O=C(NCCCN=C1NS(=O)(=O)c2ccccc21)c1ccccc1Cl	2	-3	7	x	x	7	4	2
CCc1nc2ccc(C(=O)NCCCn3ccnc3)cn2c1N(C)Cc1ccc(Cl)cc1	-100	7	10	1	7	0	-1	0

In a second layout: two of the compounds above
mol: O=C(CSc1ccc(-c2ccccn2)nn1)c1ccc(F)cc1
  Casp6 inh = 0
  PAX8 reporter = -9
  FN deposition inh = 3
  EWS-Fli block = -7
  PGC1a acetyl inh = 11
  Cneo AK release = 0
  LGR2 antag = -8
  miR122 inh = -3

mol: N#C[C@H]1[C@@H](c2ccccc2C2=CCCC2)[C@@H](CO)N1C(=O)C1CCOCC1
  Casp6 inh = 0
  PAX8 reporter = 1
  FN deposition inh = -8
  EWS-Fli block = 3
  PGC1a acetyl inh = 2
  Cneo AK release = x
  LGR2 antag = 0
  miR122 inh = x

As entered above.
Value for CC(=O)NCc1cc(-c2ccc(Cl)cc2)no1 under PAX8 reporter: 7
Value for N#C[C@H]1[C@@H](c2ccccc2C2=CCCC2)[C@@H](CO)N1C(=O)C1CCOCC1 under LGR2 antag: 0

The listing continues.
Structure	Casp6 inh	PAX8 reporter	FN deposition inh	EWS-Fli block	PGC1a acetyl inh	Cneo AK release	LGR2 antag	miR122 inh
COC(=O)c1cn(CCCNC(=O)Nc2ccccc2)nn1	2	6	x	-5	15	-6	x	x
COc1ccc2c3c(n(C)c2c1)[C@H](CO)N(CC1CC1)CC31CN(S(=O)(=O)c2cn(C)cn2)C1	-5	x	1	2	4	x	0	x
CN(C)CC(=O)N1[C@H](C#N)[C@@H](c2ccc(C#CC3CCCCC3)cc2)[C@@H]1CO	-1	-19	-7	-11	-40	-2	-20	x
CC(C)NC(=O)N1CC(=O)N2[C@H](CO)[C@@H](c3ccc(C#CCN(C)C)cc3)[C@H]2C1	-35	4	x	-2	2	x	-9	x
O=C(Nc1nc(-c2ccccn2)cs1)c1ccc(-c2ccccc2F)o1	-1	-14	14	8	2	5	-5	33
N#Cc1cc(C(=O)c2ccccc2OCC(=O)Nc2ccccc2Cl)cn(C2CCCCC2)c1=O	-1	12	x	10	x	x	-3	x
COc1ccc(NC(=O)Nc2ccc3c(c2)[C@H]2C[C@H](CC(=O)NCc4ccccn4)O[C@@H](CO)[C@H]2O3)cc1	-1	8	x	1	5	35	-7	6[16.7 µM]
Cc1ccc(NC(=O)C2CCN(S(=O)(=O)c3c(C)noc3C)CC2)cc1C	-1	1	1	-2	-6	x	x	x

An excerpt from above, showing only Casp6 inh:
| Molecule | Casp6 inh |
| --- | --- |
| COC(=O)c1cn(CCCNC(=O)Nc2ccccc2)nn1 | 2 |
| COc1ccc2c3c(n(C)c2c1)[C@H](CO)N(CC1CC1)CC31CN(S(=O)(=O)c2cn(C)cn2)C1 | -5 |
| CN(C)CC(=O)N1[C@H](C#N)[C@@H](c2ccc(C#CC3CCCCC3)cc2)[C@@H]1CO | -1 |
| CC(C)NC(=O)N1CC(=O)N2[C@H](CO)[C@@H](c3ccc(C#CCN(C)C)cc3)[C@H]2C1 | -35 |
| O=C(Nc1nc(-c2ccccn2)cs1)c1ccc(-c2ccccc2F)o1 | -1 |

The list goes on:
Structure	Casp6 inh	PAX8 reporter	FN deposition inh	EWS-Fli block	PGC1a acetyl inh	Cneo AK release	LGR2 antag	miR122 inh
Cc1nnc(SCC(=O)NC2CC2)n1-c1ccccc1	x	9	-3	9	x	1	-13	x
COc1ccc(N2C(=O)C3C(C2=O)C2C=CC3C23CC3)c([N+](=O)[O-])c1 (stereo unspecified)	0	-7	-9	-5	1	2	0	-1
Cn1c(Cn2c(=O)sc3ccccc32)nnc1SCC(=O)N1CCCc2ccccc21	-1	3	10	4	10	-3	4	7
CN(C)C(=O)CSc1nnc(NC(=O)CCc2ccccc2)s1	0	-4	-4	-1	-5	x	-1	-4
O=C(Nc1cccnc1)c1ccc(Cl)c(Cl)c1	0	9	-13	-38	x	-1	-3	x
Cc1nc(-c2ccc(S(=O)(=O)Oc3ccccc3Cl)s2)cs1	3	-19	4	-29	x	x	x	x

High-throughput results: PubChem, Broad Institute
